# Eya2 inh: blocks the phosphatase activity of human Eya2 | AID 488837 | recombinant Eya2, OMFP fluorescence dephosphorylation (OMFP is methylfluorescein phosphate) | O00167 | actives 0.006% (n = 330,000) | Potency, µM (titrated, usually from 76.9 µM), for inactives: at the highest dose activity, negative = inhibition, hits mostly inhibitors; also: potency is read from the fitted curve at half-maximal effect; % is scaled to controls: 0 for no effect and ±100 for the full control effect
#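 Eya2 protein (added as 0.2 uM solution) was preincubated with compound for 10 min at ambient temperature in 50 mM HEPES pH 7.5, 50 mM NaCl, 5 uM MgCl2, 0.05% BSA, 1 mM DTT. OMFP (added at 50 uM) then reacted 10 min; fluorescence read at 485/525 nm.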
# Tb PFK block: inhibitors of T. brucei phosphofructokinase; O15648; T. brucei PFK, ADP-Glo luminescence; Potency, µM (titrated, usually from 57.5 µM), for inactives: at the top dose activity, negative = inhibition, usual class: inhibitors; actives 0.17% (n = 330,000); AID 485367;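 also: potency is read from the fitted curve at half-maximal effect; 0% = uninhibited 1x PFK enzyme wells and -100% = no-enzyme wells; nearly all actives have a fitted effect of over 60% in size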
#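 ADP-Glo luminescence quantified ADP after 45 min at room temperature, with 1.25 nM T. brucei PFK, 0.1 mM ATP and 0.5 mM fructose-6-phosphate in pH 8.0 TEA buffer. qHTS titrations up to 57 µM; curves classified by quality.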
# TCR act: activators of T cell receptors; 330,000 tested, under 10 active; primary human leukocytes, anti-CD3, IL-2 HTRF, 48 h; Potency, µM (highest dose often 9.22 µM), for inactives: top-dose activation of IL-2 secretion, hits mostly activators; also: % of control where 0% means no effect
#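 48 hr co-incubation of compounds, a-CD3 beads and primary human leukocytes; IL-2 quantified homogeneously by HTRF with anti-IL-2 K and d2 conjugates.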
# Mito fusion yeast: inhibitors of mitochondrial division or activators of mitochondrial fusion. S. cerevisiae fusion-defective mutant growth rescue, CellTiterGlo 48 h. Potency, µM (highest dose often 46.1 µM), for inactives: at the top dose growth rescue (activation), hits mostly activators. actives 0.23% (n = 320,000). AID 485298;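 also: potency is read from the fitted curve at half-maximal effect; % of control where 0% means no effect; nearly all actives have a fitted effect of over 45% in size; temperature-sensitive fusion mutants such as fzo1-1 at 37 °C on non-fermentable ethanol glycerol medium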
#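 Temperature-sensitive fusion-defective S. cerevisiae (e.g. fzo1-1, mgm1-5) were grown with compound in YPEG medium (3% ethanol, 3% glycerol) for 48 hours at 37C. Growth rescue was measured as viability by CellTiterGlo luminescence after 10 minutes at ambient.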
# USP2a block: blocks human ubiquitin-specific protease USP2a; AID 463254; Potency, µM (series often up to 38.3 µM), inactives show top-dose activity change, negative = inhibition, hits mostly inhibitors; O75604; USP2 core, Ub-CHOP2 coupled fluorogenic reporter, 485/531; actives 0.01% (n = 330,000);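 also: potency is read from the fitted curve at half-maximal effect; plate controls were DMSO wells for no effect and full inhibition by NEM control for full effect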
#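 USP2 core (10nM final) preincubated 30min RT with compound in 20mM Tris-HCl pH 8.0, 2mM CaCl2, 2mM beta-mercaptoethanol, 0.05% CHAPS; 25nM Ub-CHOP2 plus 25nM reporter substrate added, fluorescence (Ex485/Em531) read after 60min.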
# uPA surface inh: inhibitors of cell surface uPA generation; cell surface uPA generation assay, qHTS; Potency, µM (titrated, usually from 38.3 µM), without a hit: at the highest dose activity change, negative = inhibition, most hits filed as inhibitors; actives 0.31% (n = 330,000); AID 540303; active = well fitted inhibition curve with a large enough effect; inconclusive = small, poorly fitted or top-dose-only effect; inactive = no such curve, though single readings can be large or run the other way; tested in mouse RAW 264.7 cells; also: potency is read from the fitted curve at half-maximal effect; % is scaled to controls: 0 for no effect and ±100 for the full control effect; nearly all actives have a fitted effect of over 55% in size
# ELG1 DNA repair: ELG1-dependent DNA repair inhibition | Potency, µM (top dose mostly 46.1 µM), for the others: top-dose activity change, negative = inhibition, most hits filed as inhibitors | HEK293T ELG1-luciferase reporter, luminescence, 16 h; DNA damage induced by 5-fluorouridine | actives 2.3% (n = 330,000); also: potency is read from the fitted curve at half-maximal effect; % is scaled to controls: 0 for no effect and ±100 for the full control effect; nearly all actives have a fitted effect of over 55% in size
#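 In this reporter screen, reduction of luminescence relative to DMSO vehicle indicated activity. Compounds and 5-fluorouridine were added together to 2,000 cells per well, incubated for 16 hr at 37 °C, then developed with ONE-Glo.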
# Chronic BCR inh: chronic active BCR signaling inhibition; Potency, µM (series often up to 46.1 µM), without a hit: top-dose ratio change, negative = lower green/red ratio, actives largely listed as inhibitors; ABC-DLBCL IkBa-CBG/CBR reporter, luminescence ratio, 4 h; AID 493014; actives 0.05% (n = 340,000); active = well fitted inhibition curve with a large enough effect in the signal ratio, with a control signal flat, not every such curve was filed as active; inconclusive = small, poorly fitted or top-dose-only effect, or effect the other way, or a change in a side signal; the % refers to the signal ratio;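 also: potency is read from the fitted curve at half-maximal effect; plate controls were basal doxycycline-induced cells for no effect and cells given 10 µM MG132 for full effect; MG132 reads +100%, hits lower the ratio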
#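 TMD8 human ABC-DLBCL cells with doxycycline-inducible IκBα–green luciferase fusion and unfused red luciferase, in 0.5% FBS medium; compounds up to 46 uM, 4 h at 37C. Green/red luminescence ratio, filter-overlap corrected, fitted to concentration-response curves.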
# TSHR antagonist: antagonists of human thyroid stimulating hormone receptor; P16473; actives 0.2% (n = 330,000); activity change, negative = inhibition, % at 11.5 µM; TSHR-expressing cells, TSH-stimulated cAMP HTRF, 2 h; active compounds read low;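 active = activity change below a set negative limit, meaning inhibition stronger than a set level, cut at about -70% in these data; inconclusive = activity change between two set negative limits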; also: % is scaled to controls: 0 for no effect and ±100 for the full control effect
#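 Freshly harvested TSHR cells receive pin-tooled compound, then EC80 TSH at 4nM final. After 2 hours at 37 deg C, antibody in lysis buffer and cAMP-d2 are added; 30 minutes at ambient temperature precede the HTRF read.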
# B2AR arrestin: beta2AR (human) beta-arrestin recruitment activity; P07550; beta-arrestin recruitment to beta2AR, cell-based reporter; actives 0.02% (n = 330,000); Potency, µM (titrated, usually from 46.1 µM), for the others: top-dose activation, usual class: activators;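 also: potency is read from the fitted curve at half-maximal effect; 0% = DMSO controls and full agonism = EC100 isoproterenol or metaproterenol; nearly all actives have a fitted effect of over 65% in size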
# Target sequence (P07550 whole entry, looked up): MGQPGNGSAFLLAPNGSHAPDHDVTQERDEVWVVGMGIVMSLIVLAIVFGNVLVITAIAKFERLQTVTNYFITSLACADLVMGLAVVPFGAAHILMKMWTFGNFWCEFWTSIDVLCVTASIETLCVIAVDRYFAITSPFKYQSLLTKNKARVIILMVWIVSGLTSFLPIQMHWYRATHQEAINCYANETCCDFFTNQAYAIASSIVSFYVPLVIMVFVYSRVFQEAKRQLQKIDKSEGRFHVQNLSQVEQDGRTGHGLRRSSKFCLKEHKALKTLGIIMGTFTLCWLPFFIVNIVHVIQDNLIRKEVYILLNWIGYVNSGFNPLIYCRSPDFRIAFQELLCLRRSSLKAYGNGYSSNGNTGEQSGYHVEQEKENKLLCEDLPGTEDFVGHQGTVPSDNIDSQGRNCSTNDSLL
# TSG101-PTAP inh: blocks PTAP/TSG101 interaction to inhibit HIV-1 budding; Fluorescence polarization, FITC-PTAP peptide / Tsg101 binding; Potency, µM (titrated, usually from 115 µM), without a hit: at the highest dose activity change, negative = inhibition, hits mostly inhibitors; 340,000 tested, under 10 active; Q99816; active = well fitted inhibition curve with a large enough effect in the main read-out, with a control signal flat, not every such curve was filed as active; inconclusive = small, poorly fitted or top-dose-only effect, or effect the other way, or a change in a side signal; inactive = no such curve, though single readings can be large or run the other way; also: potency is read from the fitted curve at half-maximal effect; % of control where 0% means no effect
# Target sequence (Q99816 whole entry, looked up): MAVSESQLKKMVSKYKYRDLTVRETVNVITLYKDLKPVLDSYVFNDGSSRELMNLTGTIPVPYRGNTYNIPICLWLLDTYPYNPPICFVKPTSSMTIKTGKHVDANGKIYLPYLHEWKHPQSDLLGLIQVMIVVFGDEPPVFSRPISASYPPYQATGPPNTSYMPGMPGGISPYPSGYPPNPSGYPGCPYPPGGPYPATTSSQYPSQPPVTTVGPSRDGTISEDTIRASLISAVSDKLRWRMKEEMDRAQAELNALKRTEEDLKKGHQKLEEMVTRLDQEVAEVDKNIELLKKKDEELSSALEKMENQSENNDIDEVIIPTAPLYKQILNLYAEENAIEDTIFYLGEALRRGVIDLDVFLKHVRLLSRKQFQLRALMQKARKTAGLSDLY
#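 Steps: Tsg101 binding domain dispensed (10 uM final), compounds pinned in DMSO, FITC-labeled PTAP-motif peptide added (50 nM final); after 20 min binding at room temperature, polarization measured.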
# * = called active by the depositor; ? = inconclusive; / = no result given; & = joins results of further samples; [ ] = dose if it differs, or a comment. Unless noted, calls follow the shape of the dose curve; as a rule, active = well fitted curve in the direction sought with a large enough effect; inconclusive = small, poorly fitted or top-dose-only effect, or another doubt; inactive = no such curve, though single readings can be large; an effect the other way counts as inactive or inconclusive.
structure,TCR act,Mito fusion yeast,TSHR antagonist,Eya2 inh,TSG101-PTAP inh,uPA surface inh,ELG1 DNA repair,B2AR arrestin,USP2a block,Tb PFK block,Chronic BCR inh
CC(NCc1ccc(S(N)(=O)=O)cc1)C(=O)N1c2ccccc2CC1C (stereo unspecified),-39%,-8%,1,-4%,-9%,-1%,-3%,-0.8%,0%,4%,-7%
COc1ccccc1/C=C/C(=O)NCCC1=CCCCC1,4%,-2%,-6,8%,-1%,1%,?,-1.0%,7%,0%,?
CCCS(=O)(=O)N1CCN=C1SCc1ccc(F)cc1,-9%,3%,-6,4%,-9%,-9%,-1%,0.0%,3%,0%,4%
COC(=O)Nc1nc2ccc(SC(C)C)cc2[nH]1,-12%,-6%,-2,4%,-4%,?,?,-1.0%,-1%,-3%,?
CCCc1cc(C(=O)Nc2cc(OC)c(Cl)cc2OC)no1,-2%,7%,-4,4%,-2%,3%,-13%,0.6%,0%,2%,-2%
Cc1oc2cc3oc(=O)c(CCC(=O)N4C[C@H]5C[C@@H](C4)c4cccc(=O)n4C5)c(C)c3cc2c1C,-4%,1%,-11,7%,0%,-17%,13%,-0.7%,0%,-1%,-5%
Cc1cccc(-n2c(CNC(=O)c3ccc(S(=O)(=O)N4CCCC4)cc3)n[nH]c2=S)c1,-3%,2%,4,19%,-3%,1%,-1%,-0.1%,3%,-17%,11%
O=C(COC(=O)c1ccccc1F)c1ccc(-n2nncc2-c2ccco2)cc1,18%,5%,-9,13%[15.4 µM],-1%,4%,-3%,0.0%,1%,-1%,?
CN1/C(=C/C2CC(=O)N(c3cccc4ccccc34)C2=O)C(C)(C)c2ccccc21 (stereo unspecified),7%,4%,1,-16%,-1%,/,-7%,-0.2%,1%,-2%,?
CCn1c(=O)cc(C(=O)OC)sc1=Nc1ccc(F)c(F)c1,10%,4%,18,2%,-3%,?,?,-0.9%,-1%,-3%,?
O=C(CS(=O)(=O)c1ccc(F)cc1)N1CCN(c2ccccc2)CC1,-2%,3%,-7,7%,-1%,7%,?,-0.1%,0%,2%,?
Cc1cc(C)n2nc(SCc3ccccc3)nc2n1,-1%,4%,-1,10%,-4%,-8%,19%,0.2%,-1%,2%,-2%
Cc1cc(C(=O)CN2C(=O)NC(c3ccccc3)(c3ccccc3)C2=O)c(C)n1Cc1ccccc1,0%,5%,-11,1%,-3%,5%,0%,0.2%,1%,-1%,11%
C[C@H](CO)N1C[C@H](C)[C@@H](CN(C)S(=O)(=O)c2ccccc2)Oc2c(NC(=O)CCC(F)(F)F)cccc2C1=O,1%,/,-14,2%,0%,6%,6%,0.0%,4%,5%,-2%
Cc1nc([N+](=O)[O-])nn1C12CC3CC(CC(Cl)(C3)C1)C2,-6%[46.1 µM],-8%,-10,-12%,-3%,-4%,2%,0.4%,1%,1%,-1%
CC(=O)Nc1ccc(NC(=O)COc2cccc3c2OC(C)(C)C3)cc1,-11%,21%,-3,23%,-4%,5%,-7%,0.1%,-5%,-4%,?
CC(C)(C)OC(=O)N[C@@H](Cc1c[nH]c2ccccc12)c1nnc(SCC(N)=O)o1,1%,2%,-1,17%,-4%,1%,-1%,0.6%,-1%,1%,1%
Cc1cccc(CN2CCN(C(=O)c3cccc4ccccc34)CC2)c1,12%,2%,-8,-7%,1%,3%,?,-0.4%,3%,-4%,-4%
Cc1cc(=O)n2c3ccccc3n(CC(O)CN3CCCCC3)c2c1C#N (stereo unspecified),-2%,-1%,16,-11%,-9%,?,-2%,0.2%,2%,-1%,5%
O=C1c2ccccc2S(=O)(=O)N1CCS(=O)(=O)c1ccc(F)cc1,0%,6%,12,8%,-5%,-6%,-8%,0.4%,-11%,3%,?
O=C(Nc1nc(-c2ccccc2Cl)cs1)c1cccnc1,0%,7%,-30,10%,-1%,/,?,-0.3%,0%,-1%,?
Clc1ccc(-c2noc(CN3CCOCC3)n2)cc1,-1%,-3%,-7,6%,-4%,2%,?,0.2%,2%,-3%,-17%
O=C(CCS(=O)(=O)c1ccccc1)NCCS(=O)(=O)c1ccccc1,2%,-1%,17,-11%,-2%,0%,6%,-1.0%,0%,-22%,0%
CCCN(CCC)C(=O)Cn1c(=O)n(CCCCCC(=O)Nc2ccccc2)c(=O)c2sccc21,-7%[46.1 µM],0%,-3,8%,0%,2%,-4%,0.0%,4%,0%,-3%
CC(C)N1CC(C(=O)Nc2ccc(C#N)cc2)CC1=O (stereo unspecified),-3%,0%,1,-8%,-3%,-24%,1%,0.3%,0%,-8%,3%
CCCCNC(=O)Oc1cccc(N2CCCC2=O)c1,6%,-7%,3,-13%,-6%,0%,11%,0.0%,0%,-5%,1%
Cc1c(C(=O)NNS(=O)(=O)c2ccccc2)sc(=S)n1C,-11%[46.1 µM],5%,51,0%,-6%,0%,9%,-0.6%,0%,1%,-10%
Cc1ccc(Cl)cc1NC(=O)CN1CCN(S(=O)(=O)N2CCC(C)CC2)CC1,-2%,7%,4,-18%,-6%,-2%,-10%,-0.2%,4%,3%,2%
O=C(O)CCC(=O)NCC1OCCc2ccccc21 (stereo unspecified),/,2%,26,-9%,-3%,5%,3%,-1.0%,1%,1%,0%
COc1ccc(C(=O)Nc2ccccc2C(=O)NC(Cc2ccc(O)cc2)C(=O)NNC(=O)c2ccccc2)cc1 (stereo unspecified),5%[46.1 µM],-4%,1,3%,0%,-1%,16µM*,-1.2%,2%,-1%,-11%
Cc1ccc(S(=O)(=O)N2CCC(C(=O)N3CCCC3C(=O)N[C@@H](CC(C)C)C(=O)NCC(N)=O)CC2)cc1 (stereo partly specified),-1%,-2%,-9,0%,4%,3%,5%,-0.8%,-2%,0%,-2%
COc1ccc(N2CCN(C(=O)c3ccc4c(=O)n(CCc5ccc(OC)c(OC)c5)c(=O)[nH]c4c3)CC2)cc1,-3%,1%,12,14%,-1%,0%,1.8µM*,-0.3%,-7%,0%,7%&3%
CN1CCN(CC(O)COc2ccc(C34CC5CC(CC(C5)C3)C4)cc2)CC1 (stereo unspecified),9%,-1%,3,-15%,3%,10%,-15%,-0.3%,-6%,3%,-6%
CC1CCCC(C)N1C(=O)CSc1nc(N)c(-c2ccccc2)c(=O)[nH]1 (stereo unspecified),-19%,?,/,-33%,0%,3%,1%,0.0%,-4%,-6%,?
CC1Cc2nc(SCC(=O)NCCc3ccccc3)n(C)c(=O)c2S1 (stereo unspecified),7%[46.1 µM],-1%,5,1%,-4%,1%,-7%,-0.3%,-1%,4%,6%
CN(C)S(=O)(=O)c1cccc(NC(=O)CSc2nncn2C)c1,3%,-4%,19,-3%,1%,1%,0%,-0.3%,0%,0%,-1%
O=C(O)c1ccccc1SCC(=O)N1CCCCC1,5%,13%,-1,0%,-3%,9%,7%,-0.2%,-3%,2%,?
Cc1c(CN2CCC(C)CC2)c(=O)n(-c2ccccc2)n1C,-3%,1%,1,3%,-4%,/,-1%,-1.2%,3%,3%,?
COc1ccc2c(c1)cc1n2CCN=C1N,9%,-1%,-6,-8%,-6%,-12%,-16%,-0.4%,4%,5%,-3%
CC(C)(C)c1ccc(C(CC(=O)O)NC(=O)CSc2ccccc2)cc1 (stereo unspecified),4%,-6%,-1,-8%,-1%,-1%,5%,0.1%,2%,-16%,-4%
CC(=O)N1CCc2cc(S(=O)(=O)NC(Cc3ccccc3)C(=O)NCCN3CCCCC3C)ccc21 (stereo unspecified),-1%,-4%,31,-7%,-3%,15%,3%,0.4%,0%,-7%,6%
Cc1nc(=O)c(-c2ccccc2)c(C)n1-c1ccccc1,8%,0%,1,0%,1%,-9%,6%,0.0%,0%,-1%,3%
CCOCCOC(=O)COC(=O)c1ccccc1NC(=O)c1ccccc1,-1%[46.1 µM],6%,-2,4%,-3%,8%,1%,-0.5%,-2%,3%,?
CCc1nc2ccc(C(=O)NCCCN3CCN(c4ccccc4F)CC3)cc2nc1CC,-6%,-19%,2,-2%,-2%,-8%,-11%,-0.4%,-5%,-2%,0%

# Assay outcomes as filed in PubChem.
